CHRM1 antagonist: human CHRM1 antagonism; P11229; CHO-K1 hM1, Fluo-8 calcium fluorescence, ACh EC80 antagonist; inhibition, % at 3 µM; hit rate 1.3% among 360,000;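 active = percent inhibition above its own plate's cutoff, namely the mean of that plate's compound wells plus 3 SD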;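 note: peak over basal fluorescence ratio during 140 s after agonist addition; 0% = ACh EC80 plus DMSO and 100% = DMSO alone without agonist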
CHRM5 PAM: potentiates acetylcholine response at human M5 receptor; P08912; CHO-K1 hM5, Fluo-8 calcium, ACh EC20 PAM; 0% = ACh EC20, 100% = ACh EC100; activation, % at 3 µM; hit rate 0.3% among 360,000; AID 624038;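 active = activation above the run cutoff, the mean activation of all test compounds plus 3 SD, cut at about 18% in these data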
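Measured by: Fluo-8 calcium fluorescence; material: human M5 receptor in CHO-K1 cells; schedule: Post-acetylcholine fluorescence recording 140 s; benchmarks: low control EC20 acetylcholine (0%), high control EC100 acetylcholine (100%); read-out: Max/basal fluorescence ratio as % of EC20–EC100 ACh window; compound: single dose, 3 µM nominal final test concentration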
M1 ag: agonists of human M1 muscarinic receptor; AID 588814; CHO-K1 hM1, Fluo-8 calcium fluorescence, agonist mode; 0% DMSO, 100% acetylcholine EC100; activation, % at 3 µM; hit rate 0.33% among 360,000; P11229;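 active = activation above the run's mean compound activation plus 3 SD, cut at about 16% in these data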;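 note: peak over basal fluorescence ratio within a 140 s kinetic read after compound addition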
CHRM5 agonist: CHRM5 agonism in calcium assay | AID 624037 | hit rate 0.19% among 360,000 | P08912 | CHO-K1 hM5 cells, Fluo-8 calcium fluorescence; 0% DMSO wells, 100% maximal acetylcholine response | activation, % at 3 µM;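 active = activation above the run's mean over test compounds plus 3 SD, cut at about 23% in these data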;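 note: signal is peak over basal fluorescence ratio across the kinetic read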
M5 antag: antagonists of human muscarinic M5 receptor (CHRM5); P08912; CHO-hM5 cells, Fluo-8 calcium fluorescence, ACh EC80; inhibition, % at 3 µM; hit rate 0.59% among 360,000;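 active = inhibition above a per-plate cutoff, the mean of that plate's test compounds plus 3 SD, cut at about 27% in these data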;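 note: 0% = acetylcholine EC80 with DMSO and 100% = DMSO without agonist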
M4 antag: antagonists of human muscarinic M4 receptor (CHRM4); CHO-hM4 cells, ACh EC80, Fluo-8 calcium fluorescence; inhibition, % at 3 µM; hit rate 0.73% among 360,000;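 active = inhibition above its plate's cutoff, the mean inhibition of sample wells plus 3 SD, cut at about 27% in these data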;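 note: 0% = acetylcholine EC80 with DMSO and 100% = DMSO without agonist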
Target sequence (P08173 whole entry, looked up): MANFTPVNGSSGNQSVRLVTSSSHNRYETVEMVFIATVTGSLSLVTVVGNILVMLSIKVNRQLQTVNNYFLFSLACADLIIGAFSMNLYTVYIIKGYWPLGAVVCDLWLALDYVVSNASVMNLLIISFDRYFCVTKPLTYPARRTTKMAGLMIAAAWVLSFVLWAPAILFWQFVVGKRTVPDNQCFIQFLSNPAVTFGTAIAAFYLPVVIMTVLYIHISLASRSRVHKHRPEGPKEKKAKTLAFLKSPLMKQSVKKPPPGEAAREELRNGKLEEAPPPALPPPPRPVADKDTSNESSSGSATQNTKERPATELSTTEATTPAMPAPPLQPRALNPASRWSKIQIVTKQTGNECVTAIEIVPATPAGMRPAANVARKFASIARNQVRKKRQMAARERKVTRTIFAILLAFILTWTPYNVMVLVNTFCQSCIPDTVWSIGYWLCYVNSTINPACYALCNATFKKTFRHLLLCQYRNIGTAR
TAAR1 agonist: agonists of human TAAR1. Q96RJ0. AID 624467. CHO RD-HGA16 TAAR1, Fluo-8 calcium fluorescence; vehicle wells 0%, saturating PEA agonist 100%. activation, % at 3 µM. hit rate 0.99% among 360,000;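 active = activation above the mean activation of all test compounds in the run plus 3 SD, cut at about 38% in these data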
Target sequence (Q96RJ0 whole entry, looked up): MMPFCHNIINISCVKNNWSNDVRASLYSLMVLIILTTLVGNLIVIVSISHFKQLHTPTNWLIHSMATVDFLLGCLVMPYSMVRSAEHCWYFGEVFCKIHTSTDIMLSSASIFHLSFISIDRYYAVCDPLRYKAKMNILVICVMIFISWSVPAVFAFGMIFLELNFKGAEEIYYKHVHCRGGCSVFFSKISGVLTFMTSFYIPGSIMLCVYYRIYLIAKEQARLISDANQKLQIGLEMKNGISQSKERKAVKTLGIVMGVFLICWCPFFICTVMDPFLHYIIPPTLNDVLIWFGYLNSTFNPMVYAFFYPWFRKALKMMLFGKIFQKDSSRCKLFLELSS
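Assay system: CHO-derived RD-HGA16 cells with stable Gα16 and human TAAR1; timing: 17-24 h seeding, 75 min 37 °C dye, 30 min RT; read-out: % activation from peak over basal fluorescence ratio, DMSO-to-PEA scaled; measured by: kinetic Fluo-8 calcium fluorescence; benchmarks: low control DMSO, high control PEA (EC100); doses: 3 µM single concentration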
M4 ag: CHRM4 agonism in calcium assay | CHO-K1 hM4/Gqi5, Fluo-8 calcium fluorescence; vehicle 0%, full acetylcholine response 100% | P08173 | activation, % at 3 µM | hit rate 0.14% among 360,000;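 active = activation above the run mean over all test wells plus 3 SD, cut at about 32% in these data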;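 note: peak over basal fluorescence ratio per well then scaled between controls; 0% = DMSO wells and 100% = acetylcholine at EC100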
CHRM1 PAM: positive allosteric modulators of human M1 muscarinic receptor | activation, % at 3 µM | hit rate 0.088% among 360,000 | CHO-K1 hM1, Fluo-8 calcium fluorescence, ACh EC20; 0% = ACh EC20, 100% = maximal ACh; in the data active = activation above about 19%, passing the limit was not always enough
* hit, by the source's call.

SMILES	CHRM1 antagonist	CHRM5 PAM	M1 ag	CHRM5 agonist	M5 antag	M4 antag	TAAR1 agonist	M4 ag	CHRM1 PAM
CC(C)(C)c1cnnn1-c1ccc(/C=N/Nc2ccc([N+](=O)[O-])cc2)cc1	-6.0	1.0	-7.0	-1.6	-5.3	1.0	11.5	0.7	2.4
O=C(Cc1ccc(Cl)cc1)NC1CCS(=O)(=O)C1 (centres undefined)	-21.5	-3.5	-0.8	-3.5	3.2	-8.4	1.0	1.0	17.2
CCc1cc(=O)oc2cc(OC(C)C(=O)O)c(Cl)cc12 (centres undefined)	-8.5	-1.4	-1.4	-1.5	0.2	12.0	5.7	0.2	5.5
CCN(C[C@H]1N[C@@](C)(C(=O)OC)[C@H]2C(=O)N(C)C(=O)[C@@H]12)S(=O)(=O)c1ccc(C(F)(F)F)cc1	5.2	-1.0	-2.6	-0.3	0.5	2.7	4.6	2.4	-4.8
NC(=O)CSc1nc2scc(-c3ccc(Cl)cc3)c2c(=O)n1Cc1ccccc1	-8.4	0.5	-6.7	-2.9	0.9	0.5	8.0	0.5	10.2
Cc1ccc(C)c(S(=O)(=O)N2CCN(C(=O)CSc3ccccc3)CC2)c1	-6.5	-3.1	-1.2	0.3	-7.3	-0.9	-0.4	4.1	5.3
Cc1ccc(CCC(=O)Nc2ccc(C)c(C)c2)o1	-12.0	9.7	-4.9	-4.0	-8.2	-12.5	6.5	0.5	8.4
C=CCSc1n[nH]c(=O)n1-c1cccc(C(F)(F)F)c1	3.1	4.9	-7.4	-3.6	5.0	6.5	0.3	0.6	-0.8
CCOC(=O)/C=C1\CC(=O)Nc2nonc2N1	-4.8	-1.6	-6.1	-0.3	-5.1	1.3	2.8	0.5	6.9
COC(=O)CN1C(=O)C(O)(CC(=O)c2cccc(Br)c2)c2ccccc21 (centres undefined)	-11.6	-2.0	0.2	2.8	1.2	-5.8	3.1	3.1	4.8
COc1cccc(NC(=O)CN(C)C(C)C(=O)Nc2ccc(C(C)=O)cc2)c1 (centres undefined)	-5.0	9.8	0.3	3.9	5.2	-3.3	0.7	2.1	6.6
CCN1CCN(C(=O)c2cc(-c3ccco3)nc3ccccc23)CC1	-6.2	-3.6	-3.4	-1.9	8.6	-11.3	5.3	3.6	8.1
CCO[C@@H]1OC(C(=O)O)=C[C@H](c2ccc3c(c2)OCO3)[C@H]1CCCO	-1.1	11.8	-2.4	2.0	1.2	2.2	5.3	0.9	0.9
CCOC(=O)c1nn(-c2ccccc2)c2nnc(Cc3ccc(C)cc3)c(=O)n12	3.1	1.4	-4.8	-0.9	-5.1	14.0	0.6	0.4	3.5
COc1ccccc1NC(=O)CSC(N)=O	-2.2	3.4	-2.0	1.2	2.6	3.7	6.6	3.0	5.7

The final 2 compounds of the section before are carried over, then new ones follow:
SMILES	CHRM1 antagonist	CHRM5 PAM	M1 ag	CHRM5 agonist	M5 antag	M4 antag	TAAR1 agonist	M4 ag	CHRM1 PAM
CCOC(=O)c1nn(-c2ccccc2)c2nnc(Cc3ccc(C)cc3)c(=O)n12	3.1	1.4	-4.8	-0.9	-5.1	14.0	0.6	0.4	3.5
COc1ccccc1NC(=O)CSC(N)=O	-2.2	3.4	-2.0	1.2	2.6	3.7	6.6	3.0	5.7
COc1ccc(/C=C/C(=O)Oc2cc(O)cc(O)c2)cc1	-4.2	-5.6	4.1	-1.8	1.4	-6.9	5.5	1.3	15.7
CS(=O)(=O)Nc1cc2c3c(c1)CCC(=O)N3CCC2	0.1	2.1	-0.7	1.3	-13.4	-2.0	3.0	1.7	0.8
C/C(=N\NC(=O)c1nn(C)cc1Br)c1ccc(NC(=O)c2ccncc2)cc1	-10.5	-2.2	-1.7	-2.3	6.2	14.2	2.0	0.7	3.0
O=C(Nc1cccc(C(F)(F)F)c1)/C(=C/c1ccco1)NC(=O)c1cccs1	-7.8	-1.7	-0.8	-1.5	1.1	-4.0	9.7	1.7	3.4
O=C(CSC1=Nc2ccccc2C2CC=NN12)Nc1ccc(F)cc1Cl (centres undefined)	-9.7	-0.9	0.5	2.6	2.5	-14.2	8.7	4.0	14.4
Cc1c(NC2=NC3(CCCCC3)Cc3ccccc32)c(=O)n(-c2ccccc2)n1C	12.7	1.4	-7.0	-7.8	-4.5	-0.6	-0.3	1.7	-3.1
Cc1ccc(C)c(N2CCN(S(=O)(=O)c3cc4c(cc3Cl)NC(=O)CO4)CC2)c1	-6.5	-2.7	-4.0	1.2	5.7	-0.4	8.0	0.5	4.2
O=C1NN=C2CCCCCCCCCCC12 (centres undefined)	-8.3	-1.7	-0.6	0.8	-1.0	-21.6	1.6	0.3	3.2
CC[C@@H](C)[C@@H](C(=O)N1CCN(C(=O)OC(C)(C)C)CC1)n1cc(CCCCNC(=O)OC(C)(C)C)nn1	36.4*	-39.2	-1.1	5.0	20.6	16.4	25.2	27.4	-23.6
O=C(Nc1ccc(N2CCOCC2)cc1N1CCOCC1)c1ncoc1-c1cccc(F)c1	-15.8	-0.7	-0.6	-0.2	1.2	-7.2	-1.2	1.3	14.2
Cn1cc(P(=S)(N2CCOCC2)N2CCOCC2)cc1P(=S)(N1CCOCC1)N1CCOCC1	-8.9	-2.0	1.3	-1.0	12.7	-5.3	1.4	1.2	8.4
N#CC1=C(SCC(N)=O)NC(=O)CC1c1ccccc1Cl (centres undefined)	-5.2	0.4	-0.5	2.0	1.3	-4.6	-0.6	0.5	5.8
CCN(CC)CCNC(=O)CCCCCn1c(=O)[nH]c2cc(C(=O)OC)ccc2c1=O	8.1	-1.4	-4.8	-5.7	-1.6	-8.2	6.9	-0.2	-2.0
Cc1nc2sc(C(c3ccc(Cl)cc3)N3CCOCC3)c(O)n2n1 (centres undefined)	-16.5	5.1	-2.7	-4.4	-1.4	5.5	5.2	0.3	3.8
Cc1cc(C)nc(SCCN2CCOCC2)n1	-7.5	-1.4	2.6	-2.7	-0.3	7.8	5.0	0.3	7.9
Cc1ccc(C(=O)NC(=S)NCc2ccco2)cc1	-11.7	3.4	-9.3	-7.7	1.7	-5.6	0.8	-0.7	10.3
Cc1[nH]c2ccc(Br)cc2c(=O)c1CN1CCCCCC1	20.6	-2.9	-8.0	-4.9	2.2	25.6	-0.4	1.1	-19.3
CCc1ccccc1N1CSC2=C(C#N)C(c3cc(OC)c(OC)cc3OC)CC(=O)N2C1 (centres undefined)	-4.3	2.0	-2.0	2.1	-1.2	4.0	3.9	0.4	6.0
COCc1c(C(=O)N2CCN(c3ccc(C(F)(F)F)cn3)CC2)oc2ccccc12	-9.7	-2.9	-4.9	-1.2	0.8	3.0	5.6	2.6	0.3
CC(=O)C1=C(c2ccccc2)NC(=O)NC1c1ccc2c(c1)OCO2 (centres undefined)	-10.5	12.4	2.2	3.5	8.7	5.1	0.2	0.7	18.8
COc1cccc(-c2cnc(C(O)c3cc(C)c(OC)c(C)c3)[nH]2)c1 (centres undefined)	13.4	-9.3	-1.2	2.7	-2.6	-7.6	0.8	4.8	-6.2
COc1ccc2cc(C(=O)N3CCN(Cc4ccc5c(c4)OCO5)CC3)[nH]c2c1	10.0	-12.7	-0.2	-2.2	16.6	8.1	4.5	8.0	-7.3
Cc1cn2c(=O)c(C(=O)N3CCN(c4ccccc4Cl)CC3)cnc2s1	-17.3	2.6	-2.0	-0.3	2.9	-13.6	1.7	1.2	10.4
NC(=O)CNC(=O)[C@@H]1CC2(CC(c3ccc(Cl)cc3)=NO2)CN1C(=O)c1ccc(Br)cc1 (some centres undefined)	3.1	-1.1	-3.4	-0.2	4.9	-3.1	6.5	2.5	2.4
Cc1nn(-c2ccc(Cl)cc2Cl)c(=O)c2ccccc12	5.0	0.5	-5.5	1.3	-3.5	0.3	0.0	4.6	-4.0
O=C(NCc1ccc(N2CCCC2=O)cc1)C1CCC(=O)N(Cc2ccccc2F)C1 (centres undefined)	-7.0	4.0	-3.3	1.6	-4.0	-8.1	1.6	0.5	9.0
O=C1CCCc2c1[nH]c1ccc(CN3CCCCC3)cc21	-5.4	0.9	-8.1	-4.1	2.5	-3.1	-0.6	-0.1	7.5
Cc1c(-c2ccco2)[n+](=O)c2c(n1[O-])CCCCC2	-2.2	-2.4	-5.0	0.4	2.4	5.9	4.6	0.1	5.3
Cc1ccc(-c2csc3nc4cc(C(N)=O)ccc4c(=O)n23)cc1	14.7	3.4	-1.8	-0.1	-17.6	0.5	5.3	4.1	0.6
CCCCNC(=S)Nc1ccc(OC)nc1	3.9	0.0	2.0	-1.0	-2.5	2.2	2.2	0.8	0.7
O=C(c1ccc(-c2ccccc2Cl)s1)N1CCOCC1	1.3	2.0	-5.7	-5.6	6.7	2.9	6.5	2.5	7.2
CC(NCC(c1ccco1)N1CCCCC1)C(=O)NC1CCCC1 (centres undefined)	-3.8	0.9	-1.1	-6.0	10.9	2.4	0.3	1.7	4.0
Cc1ccc(S(=O)(=O)NCCC(=O)N(C)Cc2cccs2)cc1	15.9	2.6	-5.4	1.7	1.4	4.3	4.0	4.7	-3.0
Cc1ccc(S(=O)(=O)N2CCC(C(=O)NNC(=O)C3CC3)CC2)cc1Cl	-9.2	6.9	-8.2	2.4	-4.2	-3.3	2.8	1.7	14.7
CC(C)(C)C1=Nn2c(nnc2-c2n[nH]c3c2CCC3)SC1	-9.2	3.4	4.3	-3.4	-11.8	7.6	6.5	-0.5	5.5
COc1ccc(NC(=O)/C(C#N)=C/c2ccc(Sc3nncn3C)c([N+](=O)[O-])c2)cc1	-1.3	-0.5	-0.8	0.1	9.9	-0.3	0.3	2.4	12.2
COc1ccc(N=Cc2nc(-c3ccco3)oc2O)cc1	-1.1	2.8	-4.1	-2.2	8.0	-1.1	2.1	1.6	0.9
O=C(COc1cnc2ccccc2n1)NCCC1=CCCCC1	-8.6	-2.4	-1.6	-3.2	-0.8	-7.9	4.9	0.7	6.6
COc1cccc(-c2nc(=S)c3c(o2)CCCC3)c1	6.1	1.2	-4.5	-2.4	5.1	2.9	2.1	0.2	6.4
c1ccc(-c2cnc(CN3CCN(c4ccccc4)CC3)o2)cc1	-13.8	2.9	-4.2	-2.2	3.1	-0.3	-2.5	1.1	8.9
COc1cccc(-c2cnc(C(O)c3ccc(Cl)cc3)[nH]2)c1 (centres undefined)	-9.1	-2.0	2.3	3.9	-3.1	-8.1	1.8	5.1	-1.2
Cc1ccc2[nH]c(=O)cc(C(=O)OCC(=O)c3ccccc3)c2c1	4.5	-6.4	2.4	3.4	7.8	2.4	10.6	3.6	3.2
O=[N+]([O-])c1ccc(Cl)cc1N/N=C/c1ccncc1	-14.9	3.9	-1.9	-0.2	-2.1	-4.7	1.7	1.1	10.9

A few values from the entries so far:
COc1ccc(N=Cc2nc(-c3ccco3)oc2O)cc1 | CHRM5 agonist = -2.2
Cc1ccc(S(=O)(=O)N2CCC(C(=O)NNC(=O)C3CC3)CC2)cc1Cl | M1 ag = -8.2
CC(NCC(c1ccco1)N1CCCCC1)C(=O)NC1CCCC1 (centres undefined) | CHRM5 agonist = -6.0
Cc1ccc2[nH]c(=O)cc(C(=O)OCC(=O)c3ccccc3)c2c1 | M5 antag = 7.8

Screens: PubChem BioAssay, The Scripps Research Institute Molecular Screening Center

Some of the compounds tested; the hit share may differ from the screen's.
